Assay outcomes: PubChem, Broad Institute
FN deposit inh – fibronectin deposition inhibition | AID 743247 | inhibition, % at 12.6 µM | 0.086% of 350,000 active | AH1F fibroblasts, Alexa488-fibronectin deposition fluorescence, overnight;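 active = mean inhibition across replicates of 30% or more, regardless of how many single replicates reach that level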;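 also: positive control wells lacked labelled fibronectin entirely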
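Assay system: AH1F fibroblast monolayer, labelled fibronectin deposition. Amount: 10000 cells per well. Also added: labelled fibronectin 24 nM. Compound: single-point pinned compound. Incubation: cell attachment 1 h, compound and FN exposure overnight. Detection: fluorescence after three HBSS washes, excitation 485 nm, emission 525 nm. Read-out: inhibition of fibronectin deposition signal.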
S100A4 inh HTS – inhibitors of human S100A4 binding to myosin IIA peptide. P26447. S100A4/TAMRA-MyoIIA peptide fluorescence polarization. inhibition, % at 10.7 µM. 0.14% of 360,000 active. AID 652163;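 active = mean inhibition of at least 70% across replicates, with every replicate also reaching that level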
Target sequence (P26447 whole entry, looked up): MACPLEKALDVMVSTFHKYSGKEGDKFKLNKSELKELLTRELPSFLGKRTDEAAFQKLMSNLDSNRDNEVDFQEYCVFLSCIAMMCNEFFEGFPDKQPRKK
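Material: human S100A4 monomer with TAMRA-labelled myosin IIA peptide; buffer or medium: HEPES pH 7.2 with CaCl2, KCl, NaCl, DTT, Triton; compound dosing: one concentration per compound; schedule: 5 min incubation before reading; benchmarks: neutral control DMSO, positive control TFP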
LGR2 antag – blocks bursicon-induced cAMP signaling via Drosophila LGR2; HEK293 LGR2, CRE-luciferase, bursicon-stimulated, 4 h; 0.35% of 380,000 active; inhibition, % at 9.99 µM;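 active = drop in luminescence signal, shown as inhibition above about 50% in the replicate tests, limit read from the data, passing the limit was not always enough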;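 also: agonist challenge used bursicon conditioned medium at about half maximal strength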
esBAF inh – SWI/SNF esBAF complex inhibition; mouse ES cells, Bmi1-luciferase knock-in reporter, 24 h; 100% = twice the neutral-well signal; reporter increase, % at 12.5 µM; 2% of 350,000 active; in the data active = activation above about 40%;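 also: 0% = median of the plate's neutral control wells and 100% = double that signal; a rise in the Bmi1 reporter signal indicates esBAF inhibition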
SIRT5 block – blocks human SIRT5 desuccinylation of peptide | Purified SirT5, succinyl-peptide AMC, trypsin-coupled fluorescence | inhibition, % at 15 µM | 1.1% of 330,000 active | AID 652115; in the data active = inhibition above about 15%
Target sequence (Q9NXA8 whole entry, looked up): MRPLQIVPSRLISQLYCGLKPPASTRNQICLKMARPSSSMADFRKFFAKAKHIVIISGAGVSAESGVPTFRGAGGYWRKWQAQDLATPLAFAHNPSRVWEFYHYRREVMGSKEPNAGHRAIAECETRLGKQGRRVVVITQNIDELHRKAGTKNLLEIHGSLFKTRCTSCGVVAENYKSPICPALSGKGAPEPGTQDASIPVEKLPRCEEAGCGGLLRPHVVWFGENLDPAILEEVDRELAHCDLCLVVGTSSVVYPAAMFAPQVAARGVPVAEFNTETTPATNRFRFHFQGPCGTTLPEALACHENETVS
Casp6 inh – caspase-6 (human) enzyme inhibition | P55212 | 0.53% of 350,000 active | inhibition, % at 12.5 µM | purified caspase-6, Z-VEID-R110 cleavage fluorescence;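 active = mean inhibition across replicates at least about 35%, with every replicate also reaching that limit, limit read from the data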;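 also: 0% = median of neutral control wells and 100% = no fluorescence left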
Target sequence (P55212 24-179 limits assumed): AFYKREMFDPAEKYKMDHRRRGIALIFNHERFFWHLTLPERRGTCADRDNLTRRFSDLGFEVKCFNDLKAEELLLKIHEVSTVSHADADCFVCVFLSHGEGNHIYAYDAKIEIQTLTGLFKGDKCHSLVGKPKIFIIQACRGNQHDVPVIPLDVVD
Target sequence (P55212 194-293 limits assumed): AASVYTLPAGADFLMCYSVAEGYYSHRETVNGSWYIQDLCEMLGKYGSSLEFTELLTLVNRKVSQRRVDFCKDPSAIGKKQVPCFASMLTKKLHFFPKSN
C2C12 statin – protects C2C12 myotubes from simvastatin toxicity. ATP luminescence, 48 h; scaled: DMSO 0, geranylgeraniol control 100. rescue of ATP level, % at 7.49 µM. 0.78% of 330,000 active;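 active = mean ATP rescue above about 67%, or every replicate alone reaching that limit, limit read from the data, passing the limit was not always enough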;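 also: myotubes were challenged with 10 µM simvastatin during compound exposure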
* marks the source's active call; other numbers are inactive results; x = not tested or not shown; & = joins results of further samples. The list is partial (hit frequency here may not be typical).

SMILES | FN deposit inh | S100A4 inh HTS | LGR2 antag | esBAF inh | SIRT5 block | Casp6 inh | C2C12 statin
O=C1CCCN1CC(=O)N1CCCC(Nc2cccc(F)c2)C1 (configuration not stated) | -3 | 0 | -3 | -6 | 1 | 0 | 9
CC(C)C(=O)Nc1ccc2c(c1)nc1n2CCSC1 | 3 | x | x | 2 | x | x | -24
CC(OC(=O)c1ccccc1C(=O)O)c1ccccc1 (configuration not stated) | -4 | 8 | -5 | 5 | -5 | -5 | 3
Cc1cc(C(=O)N2CCC(C(N)=O)CC2)c(C)o1 | 1 | -1 | x | -6 | -6 | 1 | 1
CC(C)NS(=O)(=O)c1ccc(CCC(=O)N2CCCC2)cc1 | 2 | -5 | 17 | -6 | 5 | -3 | 0
C(=C\c1ccccc1)/CN1CCN(C(c2nnnn2C2CCCC2)C2CC2)CC1 (configuration not stated) | 1 | -2 | -17 | -2 | x | -1 | -3
CCOc1ccc(Nc2ccc(N3C(=O)CCC3=O)cc2[N+](=O)[O-])cc1 | -5 | 3 | 9 | -8 | 5 | -1 | -24
Cc1nnc(NC(=O)CSc2ccc(-c3ccc(Cl)cc3)nn2)s1 | -17 | 2 | 14 | x | -2 | 0 | x
CC(C)(C)c1ccc(C(=O)c2c[nH]c(C(=O)NCCCN3CCOCC3)c2)cc1 | -4 | x | x | -2 | x | x | 0
CCc1ccc2nc3sc(C(=O)Nc4nnc(CC)s4)c(N)c3cc2c1 | x | 3 | -23 | -9 | 1 | 1 | -2
Cn1c2c(c(=O)n(C)c1=O)CN(CC1CCCO1)CN2 (configuration not stated) | -2 | x | x | -8 | x | x | 8
CN(C)C(=O)C[C@@H]1CC[C@@H]2[C@H](COC[C@H](O)CN2CC2CCCC2)O1 | -7 | 0 | -21 | -12 | -2 | -2 | 0
Nc1nnc(-c2ccc(Cl)cc2Cl)s1 | -4 | 1 | -124 | x | -1 | 3 | x
CC(C)c1ccc(NC(=O)C2=NNC(=O)CC2)cc1 | 1 | -3 | x | x | -3 | -7 | x
CC(C(=O)Nc1ccc(O)c(C(=O)O)c1)N1C(=O)/C(=C/c2cccs2)SC1=S (configuration not stated) | 0 | 15 | 8 | -8 | 13 | 28 | 9
CN1CCCN(C(=O)c2ccc(Br)s2)CC1 | -1 | 1 | -1 | 0 | -1 | -12 | 2
NC(=O)N/C=C1\CCCOC1=O | -5 | 5 | -17 | 3 | -2 | x | -1
COCC1CCN(C(=O)C2CCC(=O)N(CCc3cccc(F)c3)C2)CC1 (configuration not stated) | x | -3 | -6 | 6 | 0 | -3 | -3
Nc1nc2ccc(C(=O)Nc3ccccc3)cc2s1 | x | x | -48 | 51* | x | x | -2
C[C@H]1CCCCO[C@H](CN(C)Cc2ccc(Cl)c(Cl)c2)[C@@H](C)CN([C@@H](C)CO)C(=O)c2cc(NC(=O)NC3CCCCC3)ccc2O1 | x | -39 | 10 | 3 | -1 | -3 | -236
O=C(NCc1csc2ccccc12)Nc1cc(Cl)cc(Cl)c1 | 2 | 4 | x | x | -2 | -7 | x
COc1ccc(-n2nnc3c(SCC(=O)OCc4ccccc4)ncnc32)cc1 | x | x | 16 | -20 | x | x | 13
CN(C)Cc1cn(CC[C@H]2CC[C@@H](N)[C@H](CO)O2)nn1 | -1 | -1 | 17 | -2 | -3 | 0 | -4
COc1ccc(NS(=O)(=O)c2cccc(NC(=O)c3ccc(Cl)nc3)c2)cc1 | x | -6 | 20 | x | -4 | 3 | x
O=S1(=O)CCOC[C@H](CC2CCCCC2)N1Cc1cccc(F)c1 | -3 | -7 | 12 | 12 | x | -1 | 8

Single values from the results shown.
In LGR2 antag, `COCC1CCN(C(=O)C2CCC(=O)N(CCc3cccc(F)c3)C2)CC1` (configuration not stated) shows -6
In FN deposit inh, `O=S1(=O)CCOC[C@H](CC2CCCCC2)N1Cc1cccc(F)c1` shows -3

Further entries.
SMILES | FN deposit inh | S100A4 inh HTS | LGR2 antag | esBAF inh | SIRT5 block | Casp6 inh | C2C12 statin
COc1ccc(CN2CCN(C3CCC3)CC2CCO)cc1C (configuration not stated) | -1 | 0 | 1 | -3 | 3 | -1 | 0
O=C(c1cc(-c2ccc(F)cc2)on1)N1CCN(c2ccc(F)cc2)CC1 | -1 | 2 | -11 | 8 | 4 | -1 | -8
Cc1cnc(NC(=O)c2cc(S(=O)(=O)N(C)C)ccc2N2CCCC2)s1 | 3 | -6 | x | 1 | 1 | 1 | -6
COc1ccc(N2CCN(C(=O)COC(=O)c3ccc(OC(F)F)cc3)CC2)cc1 | x | -4 | -5 | 5 | -6 | 1 | -4
CC1(C)Cc2ccccc2/C(=C/C(=O)c2ccccc2)N1 | 1 | -5 | 22 | 1 | -5 | 2 | 1
COc1ccc(C[C@@H]2CN3C(=NC[C@@H]3C)N2C[C@H](C)NC(=O)c2ccc(C)c(Br)c2)cc1 | -5 | -1 | -4 | -1 | -5 | -3 | -9
O=C(N[C@@H]1CC[C@H](CCn2cc(-c3ccccn3)nn2)O[C@@H]1CO)c1ccccc1 | x | 2 | -10 | 0 | -1 | -2 | 1
CCn1nc(C)cc1-c1nnc(Sc2ncc([N+](=O)[O-])s2)n1C | 8 | 0 | -2 | -2 | -5 | 1 | -207
CC1(C)CC(=O)C(CC(=O)c2ccccc2)=C(NN=C(N)N)C1 | 8 | -7 | -21 | 8 | 6 | -1 | 5
Cc1ccc(/C=C/C(=O)Nc2ccc(S(=O)(=O)Nc3ncccn3)cc2)cc1 | 1 | -1 | 19 | x | 4 | -1 | x
O=C(COC(=O)CCC(=O)c1ccc(F)cc1)Nc1ccc(Cl)cn1 | 10 | -10 | 6 | -3 | -1 | -1 | -4
CSc1ccc(CN(C)Cc2cc(=O)oc3c(C)c(C)ccc23)cc1 | 0 | -5 | 16 | -3 | -1 | 0 | -9
O=C(NCCCn1ccnc1)c1ccc(Br)o1 | x | 3 | 5 | 2 | 1 | -6 | 22
Cc1ccc(S(=O)(=O)Nc2cccc3c2O[C@@H](CN(C)S(=O)(=O)c2cn(C)cn2)[C@H](C)CN([C@H](C)CO)C3=O)cc1 | x | -21 | -12 | -3 | -8 | 0 | -1
C/C=C/c1cccc(-c2nc(C(=O)NCc3cccc(OC)c3)cc3c2[C@@H](CCO)N([S@](=O)C(C)(C)C)C3)c1 | 1 | -27 | 3 | 4 | 7 | -5 | -17
C#CCOCCOCCOCCNc1nc(N2CCN(C(=O)[C@H](CCCCN)n3cc(CN)nn3)CC2)nc(N2CCN(C(=O)[C@H](CCCN=C(N)N)n3cc(C(N)[C@H](C)CC)nn3)CC2)n1 (some centres not stated) | 7 | -6 | 3 | 6 | x | -219 | 7
COc1ccccc1-c1cccc([C@@H]2C[C@H]3[C@H](CON3C)CN2C(C)=O)c1 | x | -2 | -2 | -7 | -5 | -2 | 10
CCCCn1nnnc1C1(C)CCC(=O)N1Cc1ccco1 (configuration not stated) | 1 | -5 | -7 | x | x | 18 | x
CSCCC(NC(=O)COc1ccccc1)C(=O)NCC1COc2ccccc2O1 (configuration not stated) | 8 | 5 | 20 | 11 | 2 | 0 | 6
CCOc1ccccc1C(=O)NCC(=O)N(C)Cc1ccccc1C | 1 | -2 | -21 | 6 | -1 | 2 | 2
CC(=O)Nc1nnc(S(=O)(=O)N2CCN(c3ccc(Cl)cc3[N+](=O)[O-])CC2)s1 | -2 | 0 | 7 | -1 | -7 | 3 | -15
O=C(NCC1CCCO1)c1cc2ccccc2o1 (configuration not stated) | -2 | 4 | -6 | 44* | -3 | -1 | 3
COc1ccc(C(C)=O)cc1CSc1nnc(Nc2c(C)cccc2C)s1 | -3 | -2 | 13 | x | 21* | 0 | x
COc1cc(COC(=O)Oc2ccc(CNC(C)=O)cc2OC)c([N+](=O)[O-])cc1OC | 7 | -4 | 9 | -2 | -1 | 1 | 15
CCC(C)NC(=O)CSC1=Nc2ccccc2C2=NC(CCC(=O)NCc3ccco3)C(=O)N12 (configuration not stated) | -1 | x | x | 1 | x | x | 1

Later entries
SMILES | FN deposit inh | S100A4 inh HTS | LGR2 antag | esBAF inh | SIRT5 block | Casp6 inh | C2C12 statin
Cc1cc(OCC(=O)N2CCC(C(=O)O)CC2)c2c(C)cc(=O)oc2c1 | x | -1 | 10 | -12 | -20 | 3 | -5
COc1ccc(NC(=O)N2CC(=O)N3[C@H](CO)[C@@H](c4ccc(-c5ccc(C)cc5)cc4)[C@@H]3C2)cc1 | x | 10 | -4 | x | 6 | 1 | x
COc1ccccc1-c1cc(C(=O)Nc2cc(C)nn2-c2ccccc2)no1 | 0 | x | x | 12 | x | x | 5
COc1ccccc1N1CCN(C(=O)C(NS(=O)(=O)c2cccs2)c2ccccc2)CC1 (configuration not stated) | -3 | x | x | 7 | x | x | 0
COC(=O)C1CN(C(=O)COc2cccc(C)c2C)c2ccccc2O1 (configuration not stated) | -2 | -4 | 13 | 3 | -2 | -1 | 13
CCOc1ccc(NC(=O)CSc2nc(=O)n(Cc3cccnc3)c3c2CCC3)cc1 | -5 | -38 | 5 | 11 | 0 | -2 | -1
Cc1cccc(-c2nsc(SCC(=O)Nc3nccs3)n2)c1 | 5 | x | x | 7 | x | x | 1
COCC(=O)Nc1ccc2c(c1)OC[C@@H](C)N(C(=O)Cc1cccnc1)C[C@H](C)[C@@H](OC)CN(C)C2=O | -4 | -8 | 9 | -6 | 9 | 2 | -2
CC1CCN(C(=O)CNS(=O)(=O)c2ccc(Br)s2)CC1 | x | -4 | 9 | -1 | -2 | 1 | -27
COC(=O)C1=C(C)N(Cc2ccccc2C(F)(F)F)C(=NCc2ccc(OC)cc2)NC1c1ccc(F)cc1 (configuration not stated) | -1 | 0 | 10 | x | -1 | 4 | x
CC(OC(=O)CN1C(=O)c2ccccc2C1=O)C(=O)c1ccccc1 (configuration not stated) | 18 | -2 | 16 | -1 | -2 | 2 | 0
O=C1CS/C(=N/N=C/c2ccccc2)N1Cc1ccco1 | 2 | 3 | -38 | x | -4 | 4 | x
Cc1cccc(C)c1Nc1c(-c2ccccn2)nc2ccccn12 | 1 | -13 | 11 | -5 | 0 | 2 | -23
COc1cccc(C(=O)NCC2CCCN2S(=O)(=O)c2ccccc2)c1 (configuration not stated) | -3 | -3 | 30 | -3 | 1 | -2 | -1
Cc1cccc(NC(=O)CSc2nnc(-c3n[nH]c4ccccc34)o2)c1 | -2 | 1 | -7 | x | 16* | -2 | x
O=C(COC(=O)c1ccc(Cl)cc1)NC1CCCCCC1 | 3 | -2 | -14 | -4 | -1 | 0 | 6
O=C1NC[C@@H](CCCCN2C[C@H](Cc3ccc(O)cc3)N(Cc3ccccc3)C(=O)C2=O)N(CCC2CCCCC2)C1=O | -9 | 2 | -8 | x | 2 | 0 | x
CNC(=O)C[C@H]1CC[C@H]2[C@@H](COc3ccc(NC(=O)Nc4ccc(C)cc4)cc3C(=O)N2C)O1 | 0 | 2 | -1 | -2 | 5 | -2 | 10
Cc1ccc(-c2ccc3c(c2)O[C@H](CN(C)C(=O)CC2CC2)[C@H](C)CN([C@@H](C)CO)S3(=O)=O)cc1 | 1&-1 | 0&5&13 | -5&-2 | 2&-4&2 | -6&9&10 | -4&5&-4 | -2&-5&-4
Cc1noc(C)c1S(=O)(=O)Nc1ccc2c(c1)CC(=O)N([C@@H](C)CO)C[C@H](C)[C@@H](CN(C)C(=O)Nc1ccc(F)cc1)O2 | -8 | -10 | -27 | -3 | -3 | -1 | -2

Random excerpt: four records from the list, in no set order.
SMILES | FN deposit inh | S100A4 inh HTS | LGR2 antag | esBAF inh | SIRT5 block | Casp6 inh | C2C12 statin
O=C(NCc1csc2ccccc12)Nc1cc(Cl)cc(Cl)c1 | 2 | 4 | x | x | -2 | -7 | x
CN(C)Cc1cn(CC[C@H]2CC[C@@H](N)[C@H](CO)O2)nn1 | -1 | -1 | 17 | -2 | -3 | 0 | -4
Cc1ccc(S(=O)(=O)Nc2cccc3c2O[C@@H](CN(C)S(=O)(=O)c2cn(C)cn2)[C@H](C)CN([C@H](C)CO)C3=O)cc1 | x | -21 | -12 | -3 | -8 | 0 | -1
CCc1ccc2nc3sc(C(=O)Nc4nnc(CC)s4)c(N)c3cc2c1 | x | 3 | -23 | -9 | 1 | 1 | -2
